# Bioassay records as filed in PubChem.
# Gal4-VP16 FLuc – Gal4-VP16 reporter inhibition counter-screen | Drosophila S2 Gal4-VP16 UAS-luciferase, luminescence, 20 h | Potency, µM (titrated, usually from 53.6 µM), for inactives: at the top dose activity, negative = inhibition, hits mostly inhibitors | 310,000 tested, 3.5% active | AID 2546;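 note: Gal4-VP16 expression switched on by copper sulfate through the metallothionein promoter; potency is the fitted concentration of half-maximal effect; % is set by controls: 0 for no effect and ±100 for the full control effect; nearly all actives have a fitted effect of over 50% in size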
# Mito fusion yeast – blocks mitochondrial division or promotes mitochondrial fusion; Potency, µM (top dose mostly 46.1 µM), inactives show top-dose growth rescue (activation), most hits filed as activators; 320,000 tested, 0.23% active; S. cerevisiae fusion-defective mutant growth rescue, CellTiterGlo 48 h;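 note: potency is the fitted concentration of half-maximal effect; % of control where 0% means no effect; nearly all actives have a fitted effect of over 45% in size; temperature-sensitive fusion mutants such as fzo1-1 at 37 °C on non-fermentable ethanol glycerol medium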
#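 Compounds are tested for their ability to restore growth of mitochondrial fusion-defective yeast strains at non-permissive 37C in YPEG medium over 48 hours. Viability is quantified by luciferase luminescence.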
# PKM2 act – increases activity of human pyruvate kinase M2; purified PKM2, Kinase-Glo ATP luminescence, activation; response scale: 0% is enzyme alone, no compound; Potency, µM (highest dose often 57.5 µM), for the others: top-dose activation, most hits filed as activators; 260,000 tested, 0.34% active; note: potency is the fitted concentration of half-maximal effect; % is set by controls: 0 for no effect and ±100 for the full control effect; nearly all actives have a fitted effect of over 55% in size
# Target sequence (P14618 whole entry, looked up): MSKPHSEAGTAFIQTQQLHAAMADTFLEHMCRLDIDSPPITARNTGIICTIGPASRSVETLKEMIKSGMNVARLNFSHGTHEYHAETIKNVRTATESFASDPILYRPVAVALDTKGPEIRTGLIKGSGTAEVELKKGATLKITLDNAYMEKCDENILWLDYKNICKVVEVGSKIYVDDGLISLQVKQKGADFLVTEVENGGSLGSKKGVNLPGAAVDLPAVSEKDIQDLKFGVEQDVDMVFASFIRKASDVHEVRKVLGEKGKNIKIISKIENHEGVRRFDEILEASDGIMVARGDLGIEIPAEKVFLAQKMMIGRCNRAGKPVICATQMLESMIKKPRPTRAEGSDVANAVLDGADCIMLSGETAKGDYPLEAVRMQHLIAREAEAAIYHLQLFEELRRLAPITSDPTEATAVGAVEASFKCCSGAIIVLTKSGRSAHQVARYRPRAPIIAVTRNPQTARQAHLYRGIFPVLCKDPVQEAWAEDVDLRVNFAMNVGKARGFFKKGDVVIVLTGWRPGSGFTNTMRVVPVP
#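 Purified hPK-M2 (>95% pure) converted ADP (0.1 mM final) to ATP with 0.5 mM PEP in 50 mM imidazole pH7.2, KCl, MgCl2, Tween 20, BSA; 1 h at room temperature. ATP detected by Kinase-Glo luminescence.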
# MBNL1 CUG block – blocks human MBNL1 binding to CUG repeat RNA. TR-FRET MBNL1-His/biotin-(CUG)12 binding, 665/545 ratio. 280,000 tested, 0.036% active. AID 2675. Potency, µM (doses to about 57.5 µM), for the others: at the highest dose activity change, negative = inhibition, usual class: inhibitors. Q9NR56; active = well fitted inhibition curve with a large enough effect in the signal ratio, with a control signal flat, not every such curve was filed as active; inconclusive = small, poorly fitted or top-dose-only effect, or effect the other way, or a change in a side signal; inactive = no such curve, though single readings can be large or run the other way; the % refers to the signal ratio; note: potency is the fitted concentration of half-maximal effect; % is set by controls: 0 for no effect and ±100 for the full control effect
#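 MBNL1-His + Biotin-(CUG)12, cpd titration 92 nM–58 uM; Tb anti-His Ab 0.055 ng/ul, SA-XL665 5 nM (final); 60 min RT; ratiometric 665/545 nm, Ex 340 nm; normalized to buffer and full-complex controls.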
# KCNH2 3.1 block – blocks the human KCNH2 3.1 channel isoform; activity change, % (tested at about 1.8 µM); 340,000 tested, 0.95% active; U2OS KCNH2 3.1, thallium flux FluxOr; hits give low values; AID 720553;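 active = maximum activity change below -70%; inconclusive = maximum activity change from -70% to -50%; inactive = maximum activity change above -50%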;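 note: thallium influx rate constant from kinetic fluorescence after stimulation buffer; % is set by controls: 0 for no effect and ±100 for the full control effect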
#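 Measured as rate of thallium-driven FluxOr signal in transduced U2OS cells carrying the 3.1 channel, read kinetically for 2 min upon stimulation; values are rate constants scaled to DMSO control wells.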
# FLuc counter – firefly luciferase modulation, counter-screen for miR-21 project; purified FLuc, Km substrates, luminescence inhibition; Potency, µM (titrated, usually from 57.5 µM), without a hit: top-dose activity change, negative = inhibition, hits mostly inhibitors; 360,000 tested, 6.9% active;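 note: potency is the fitted concentration of half-maximal effect; plate controls were vehicle for no effect and reference inhibitor for full effect; nearly all actives have a fitted effect of over 55% in size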
#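 Biochemical qHTS of compounds, final roughly 60 µM downward over six points, against 10 nM purified firefly luciferase using Km concentrations of substrates (10 uM D-luciferin, 10 uM ATP) in Tris acetate pH 7.5 buffer; luminescence output.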
# Menin MLL FP TR – menin-MLL binding inhibition, Texas Red mutant peptide. O00255. Menin + Texas Red MLL mutant peptide, fluorescence polarization. Potency, µM (series often up to 61.6 µM), without a hit: top-dose FP activity change, negative = inhibition, usual class: inhibitors. 270,000 tested, 0.23% active; active = well fitted inhibition curve with a large enough effect in the polarisation, with a control signal flat, not every such curve was filed as active; inconclusive = small, poorly fitted or top-dose-only effect, or effect the other way, or a change in a side signal; inactive = no such curve, though single readings can be large or run the other way; the % refers to the polarisation; note: potency is the fitted concentration of half-maximal effect; % of control where 0% means no effect; many of its hits are not listed in these tables
# NPC1 prom act – activators of NPC1 promoter. AID 485313. 320,000 tested, 2.4% active. Huh7 NPC1 promoter luciferase reporter, 24 h. Potency, µM (doses to about 9.22 µM), inactives show top-dose activation, usual class: activators;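 note: potency is the fitted concentration of half-maximal effect; % of control where 0% means no effect; nearly all actives have a fitted effect of over 60% in size; reporter is driven by a mutant NPC1 promoter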
#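 Stably transfected Huh7 (NPC1 promoter→luciferase), 1500 cells/well in Opti-MEM + 10% FBS, 2 h settle, then compound 24 h at 37 °C. Luminescence after 10 min with Amplite reagent.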
# ELG1 repair inh – inhibitors of ELG1-dependent DNA repair in HEK293T cells; AID 504467; Potency, µM (titrated, usually from 46.1 µM), for inactives: at the top dose activity change, negative = inhibition, usual class: inhibitors; 330,000 tested, 2.3% active; HEK293T ELG1-luciferase reporter, luminescence, 16 h; DNA damage induced by 5-fluorouridine; note: potency is the fitted concentration of half-maximal effect; % is set by controls: 0 for no effect and ±100 for the full control effect; nearly all actives have a fitted effect of over 55% in size
#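 Quantitative HTS, concentration-response format. 2,000 cells/well co-treated with 5-fluorouridine and compound, 16 hr in 5% CO2 at 37 °C; ONE-Glo luminescence read after 30 min.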
# RORgamma inh – ROR gamma (mouse) transcription inhibition; Potency, µM (top dose mostly 53.6 µM), for the others: top-dose activity change, negative = inhibition, most hits filed as inhibitors; 310,000 tested, 5.4% active; P51450; Drosophila S2 Gal4-RORgamma UAS-luciferase reporter, 20 h; AID 2551; note: potency is the fitted concentration of half-maximal effect; % is set by controls: 0 for no effect and ±100 for the full control effect; nearly all actives have a fitted effect of over 60% in size
# Target sequence (P51450 whole entry, looked up, the tested form may be a part): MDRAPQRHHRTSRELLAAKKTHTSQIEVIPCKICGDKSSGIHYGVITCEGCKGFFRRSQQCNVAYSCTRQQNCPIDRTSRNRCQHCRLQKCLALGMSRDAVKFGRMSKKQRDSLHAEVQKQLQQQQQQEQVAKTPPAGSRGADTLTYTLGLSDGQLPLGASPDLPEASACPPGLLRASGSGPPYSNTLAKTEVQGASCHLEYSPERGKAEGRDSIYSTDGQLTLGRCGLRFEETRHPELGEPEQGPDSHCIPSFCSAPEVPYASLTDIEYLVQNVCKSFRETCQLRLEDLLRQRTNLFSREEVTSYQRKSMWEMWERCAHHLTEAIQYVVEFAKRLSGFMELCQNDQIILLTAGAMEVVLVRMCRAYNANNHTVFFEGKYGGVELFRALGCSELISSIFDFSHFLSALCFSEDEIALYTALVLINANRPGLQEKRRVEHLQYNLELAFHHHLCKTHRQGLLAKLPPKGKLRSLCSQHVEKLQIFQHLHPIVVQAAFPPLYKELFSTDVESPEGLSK
#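 Drosophila Schneider cells stably carrying a metallothionein-driven Gal4 DBD–ROR gamma fusion and a UAS-Photinus luciferase reporter were exposed to compound for 1 hr, then induced with copper sulfate (700 uM final) for 20 hr at ambient temperature before luminescence reading.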
# Rab9 promoter act – Rab9 promoter activation. Huh7 Rab9 promoter-luciferase reporter, luminescence, 24 h. 320,000 tested, 2.8% active. Potency, µM (highest dose often 9.22 µM), inactives show at the top dose activation, negative = inhibition, usual class: activators. AID 485297; note: potency is the fitted concentration of half-maximal effect; % of control where 0% means no effect; nearly all actives have a fitted effect of over 60% in size
#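 Cells were plated at 1500 per well in reduced-serum medium with 10% FBS and left 2 h. Compound in DMSO was then added for 24 h at 37 °C. Reporter signal was read by luminescence after 10 min with luciferase detection reagent.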
# Active calls of the source: *; ? = inconclusive; / = not tested or not shown; & = joins results of further samples; [ ] = remark or other dose. Unless noted, calls come from the whole dose curve; as a rule, active = well fitted curve in the direction sought with a large enough effect; inconclusive = small, poorly fitted or top-dose-only effect, or another doubt; inactive = no such curve, though single readings can be large; an effect the other way counts as inactive or inconclusive. Only part of the results is shown (hit frequency here may not be typical).
compound	Gal4-VP16 FLuc	Mito fusion yeast	PKM2 act	MBNL1 CUG block	KCNH2 3.1 block	FLuc counter	Menin MLL FP TR	NPC1 prom act	ELG1 repair inh	RORgamma inh	Rab9 promoter act
Cc1ccc(Cl)cc1NC(=O)c1cc(NC(=O)C2CCCCC2C(=O)O)ccc1N1CCOCC1 (centres undefined)	6%	1%	0%	14%	10	1%	16%	-3%	-5%	16%	5%
COc1ccc(NS(=O)(=O)c2cccc(N/C(=N\S(=O)(=O)c3ccccc3)c3ccc(F)cc3)c2)cc1	-26%	1%	1%	-17%	-11	3%	-28%	-5%	?	?	-4%
COCCNC(=S)N/N=C(\C)c1ccc(C)c([N+](=O)[O-])c1	4µM*	-10%	21%	?	0	6%	-12%	1%	-12%	3.5µM*	-2%
Cc1ccc2c(c1)-c1cc(C)nn1C(c1sccc1C)N2 (centres undefined)	7%	8%	-8%	11%	2	?	-10%	21%	0%	2%	19%
O=C(N/N=C/c1cc2c(cc1Br)OCO2)c1ccccn1	?	-2%	-15%	4%	0	2.7µM*	/	2.5µM*	?	-2%	1.3µM*
CCCC(=O)N1CCN(C2=NS(=O)(=O)c3ccccc32)CC1	-3%	1%	12%	-4%	9	-3%	-8%	-3%	12%	4%	3%
O=C(NC(=S)Nc1ccc(S(=O)(=O)NC2CCCCC2)cc1)c1cccs1	0.45µM*	4%	2%	?	-1	2%	-13%	-2%	?	1.1µM*	-4%
C/C(Cn1nnc2ccccc21)=N\OC(=O)c1ccccc1C	-8%	18%	1%	-8%	/	-2%	-12%	-3%	-3%	3%	19%
COc1ccc(-c2ocnc2C(=O)Nc2ccc(N3CCOCC3)cc2N2CCOCC2)cc1OC	-13%	12%	/	-1%	-13	1%	/	-3%	?	10%	1%
CCc1c(C)c(C#N)c2nc3ccccc3n2c1NCc1ccccn1	3%	13%	-20%	20%	-3	-2%	-25%	-3%	-16%	-1%	2%
CCOC(=O)C1CCCN(C(=O)c2sc3nc4n(c(=O)c3c2C)CCC4)C1 (centres undefined)	/	0%	/	/	29	4%	/	0%	12%	/	-2%
N#C/C(=N\O)c1nc2ccccc2[nH]1	0%	-10%	1%	-2%	6	?	4%	2%	11%	-22%	0%
COc1ccc(NC(=O)c2ccc(CN(c3cc(Cl)ccc3C)S(=O)(=O)c3ccccc3)cc2)cc1OC	-4%[0.365 µM]	-3%	-13%	-7%	-9	0%	-13%	3%	0%	-43%	-6%
O=C(O)c1ccc(N=NN2CCOCC2)cc1	1%	0%	-4%	/	9	2%	12%	-1%	14%	17%	0%
CC1CN(CCCCOc2ccc3ccccc3c2)CC(C)O1 (centres undefined)	-13%	11%	4%	-14%	-10	-8%	-8%	-3%	8%	11%	2%
S=c1[nH]nc(-c2cc3ccccc3o2)n1Cc1ccccc1	1.8µM*	14µM*	-6%	34%[activator]	-30	-2%	1%	-1%	0%	0.63µM*	1%
O=C(c1ccc(CSc2ccccc2)cc1)N1CCCCCC1	6%	10µM*	-4%	-7%[11.5 µM]	-9	24µM*	-2%	?	?	41%	?
COc1ccc(C(CNC(=O)CNC(=O)c2ccccc2)N2CCCC2)cc1 (centres undefined)	/	-2%	/	/	4	0%	/	0%	20%	/	-8%
COc1ccccc1/C=C1\SC(=O)N(CCC(=O)NCCCn2ccnc2)C1=O	0%	-2%	/	?	-7	?	/	8%	-25%	-42%	9%
NC(=O)c1ccccc1NC(=O)c1ccoc1	-7%	0%	-4%	-7%	-2	-1%	/	0%	21%	4%	13%
CC(Sc1nc2ncc(Cl)cc2[nH]1)C(=O)Nc1ccc(C(N)=O)cc1 (centres undefined)	/	-1%	/	/	-9	-16%	/	-5%	18%	/	2%
O=C(Nc1ccccc1N1CCOCC1)c1ccc2c(c1)OCCO2	?	7%	0%	-1%	1	?	/	6%	3%	-4%	7%
Cc1ccc(-n2c(SCC(=O)NCc3ccco3)nc3sc(C)c(C)c3c2=O)cc1	1%	-2%	1%	?	-3	7%	-15%	-8%	-4%	?	2%
N/C(=C\C(=O)c1cc(Cl)ccc1O)C(Cl)(Cl)Cl	?	1%	?	/	23	-19%	/	-21%	?	4µM*	-26%
CCOC(=O)N1CCN(CC(O)COc2ccc(C(C)C)c(C)c2)CC1 (centres undefined)	12%	-27%	/	-6%	2	3%	?	-5%	5%	7%	-6%[1.84 µM]
CCN(CCCCN1C(=O)c2ccccc2C1=O)c1ccc2c(c1)C(=O)N(C)C2=O	2%	3%	1%	?	7	5%	-2%	2%	16µM*	13%	1%
Nc1nnc(SCCOc2ccccc2)s1	-8%	-2%	6%	-19%	11	-13%	?	2%	?	22%	11%
CC(C)(C)c1nn2cnnc2n(/N=C/c2ccc(O)cc2)c1=O	16%	-9%	-3%	20%	22	4%	1%	-2%	12%	-33%	0%
CCN(CC)S(=O)(=O)c1cc(C)ccc1SC	-15%	?	-13%	5%[11.5 µM]	19	0%	-6%	-3%	15%	?	0%
CC1CCN(C(=O)c2ccc(NS(=O)(=O)c3cccs3)cc2)CC1	21%	2%	-6%	-7%	1	-11%	2%	8%	10%	?	2%
Cc1cccc(C)c1NC(=O)C1NC(=O)CC1c1ccccc1 (centres undefined)	16%	-2%	12%	4%	7	2%	0%	-1%	-5%	0%	-2%
COCCN(C(=O)CNC(=O)c1ccco1)C(C(=O)NC1CCCCC1)c1cccc(OC)c1 (centres undefined)	/	-1%	-2%	5%	2	3%	-1%	-2%	5%	-3%[0.365 µM]	-3%
CCC(C)(C)NC(=O)C(c1ccc(OC)cc1)N(CCOC)C(=O)CCC(=O)Nc1nccs1 (centres undefined)	-6%	-5%	-8%	-1%	-17	?	?	-5%	-16%	-1%	-15%
CC(C)CC(NC(=O)C(COCc1ccccc1)NC(=O)OC(C)(C)C)C(=O)NN (centres undefined)	-3%	2%	-1%	1%	14	-2%	?	-1%	9%	4%	-2%
C=CCn1c(SCC(=O)NC2CC2)nnc1-c1cccc(OC)c1	3%	5%	-16%	-15%	-5	1%	2%	-6%	-5%	-4%	-6%
Cc1cc(N(CN2CCCC2=O)C(=O)c2ccc(OC(C)C)cc2)no1	8%	4%	-4%	/	25	-8%	-2%	-1%	?	?	1%
CCOC(=O)c1c(C)[nH]c(C(=O)OCC(=O)NCc2ccc(F)cc2)c1C	/	2%	/	/	-3	7%	/	-9%	?	/	-10%
O=S(=O)(Nc1ccccn1)c1cccs1	4%	3%	4%	9%	-13	4%	-12%	-1%	10%	-3%	2%
O=C(NCc1cccc(C(F)(F)F)c1)C1CC(c2cccc(F)c2)=NO1 (centres undefined)	-2%	26%	1%	-15%	-9	-2%	/	-5%	15%	5%	-4%
CCCc1ccc(C(=O)NC(=O)c2ccccc2O)cc1	1.6µM*	17%	-17%	-1%	14	0.6µM*	/	?	?	2.8µM*	?
Cc1cccc(-c2nc(CN3CCN(C(=O)C4CCCO4)CC3)cs2)c1 (centres undefined)	/	-1%	2%	-1%	0	1%	-3%	-3%	?	/	1%
CCN1CCN(C(CNS(=O)(=O)c2ccc(C)cc2)c2ccccc2)CC1 (centres undefined)	-3%	2%	0%	0%	-4	4%	-12%	-2%	-2%	-18%	-9%
Cc1ccc(C(=O)Oc2cccnc2)cc1[N+](=O)[O-]	?	-5%	9%	20%	12	0%	21%	-1%	23%	-15%	0%
COc1ccc(C2(CNC(=O)/C=C\c3ccco3)CCCC2)cc1OC	?	2%	15%	?	2	2%	10%	0%	-4%	?	-20%
COC(=O)[C@@]1(Cc2ccccc2)[C@@H]2C(=CC(=O)[C@H]2CC(=O)C(=O)N(C)C)CN1C(=O)c1ccccc1	?	-4%	14%&20%	3%	-1	-14%	1%&13%	-16%	7.3µM*	?	-17%
NC(N)=NS(=O)(=O)c1ccc(NC(=S)NC(=O)/C=C/c2ccccc2)cc1	-7%	3%	5%	6%	14	0%	0%	0%	13%	10%[1.91 µM]	2%
Oc1ccc2ccc3[nH]cnc3c2c1	10%	4%	-5%	-10%	3	-20%	-5%	20%	?	15%	2%
C=CCn1c(O)c(N=NC(=O)CNC(=O)c2ccncc2)c2ccccc21	?	4%	5%[0.46 µM]	?	6	4%	-20%	-1%	17%	22%	1%
